From PubChem BioAssay
TEAD-YAP block = TEAD-YAP interaction inhibition, primary screen, TEAD-YAP interaction inhibitor project, luminescence, HEK-TIYL cells; TEAD-Gal4/YAP UAS-luciferase luminescence; inhibition, % at 9.12 µM; actives 1.4% (n = 640,000); AID 1259422, 2018; in the data active means inhibition above about 32%;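 further: 0% = median of test compound wells and 100% = reference inhibitor wells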
MITF primary = MITF inhibitors, primary screen, biochemical, AlphaScreen, human; Microphthalmia-associated transcription factor (Homo sapiens), O75030; AlphaScreen MITF homodimerization, bead proximity signal; inhibition, % at 2.6 µM; actives 0.91% (n = 650,000); AID 1259374, 2018; in the data active means inhibition above about 50%;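 further: 0% = vehicle wells with protein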
Target sequence (O75030 whole entry, looked up): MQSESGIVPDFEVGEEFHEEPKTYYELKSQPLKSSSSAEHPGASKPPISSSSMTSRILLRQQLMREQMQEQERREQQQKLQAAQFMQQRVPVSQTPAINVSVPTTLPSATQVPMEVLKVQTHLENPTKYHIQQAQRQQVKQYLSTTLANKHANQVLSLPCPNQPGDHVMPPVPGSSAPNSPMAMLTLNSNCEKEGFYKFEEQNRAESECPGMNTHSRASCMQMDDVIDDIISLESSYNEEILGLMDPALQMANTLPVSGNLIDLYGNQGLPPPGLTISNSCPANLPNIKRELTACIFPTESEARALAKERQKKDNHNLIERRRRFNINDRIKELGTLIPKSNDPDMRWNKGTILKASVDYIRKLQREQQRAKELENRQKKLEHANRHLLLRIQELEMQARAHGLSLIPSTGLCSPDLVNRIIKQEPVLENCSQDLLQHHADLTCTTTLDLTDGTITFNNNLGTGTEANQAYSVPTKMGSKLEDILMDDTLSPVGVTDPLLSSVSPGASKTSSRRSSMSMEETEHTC
FBW7 act = FBW7 E3 ligase activators, primary screen, biochemical, AlphaScreen, human | AlphaScreen FBW7–phospho-cyclin E peptide binding, activator screen | normalized activity (activation), % at 26.1 µM | F-box/WD repeat-containing protein 7 (Homo sapiens), Q969H0 | actives 0.13% (n = 650,000); in the data active means normalized activity above about 1.9%;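 further: purified mutant Fbw7 with reduced substrate affinity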
GPR151 activ = activators of human GPR151, primary screen, cell-based, PathHunter beta-arrestin, luminescence. PathHunter beta-arrestin GPR151 cells. activation, % at 11.2 µM. actives 1% (n = 650,000); in the data active means activation above about 4.9%;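 further: 0% = median of compound wells and 100% = cells with positive control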
Target sequence (Q8TDV0 whole entry, looked up): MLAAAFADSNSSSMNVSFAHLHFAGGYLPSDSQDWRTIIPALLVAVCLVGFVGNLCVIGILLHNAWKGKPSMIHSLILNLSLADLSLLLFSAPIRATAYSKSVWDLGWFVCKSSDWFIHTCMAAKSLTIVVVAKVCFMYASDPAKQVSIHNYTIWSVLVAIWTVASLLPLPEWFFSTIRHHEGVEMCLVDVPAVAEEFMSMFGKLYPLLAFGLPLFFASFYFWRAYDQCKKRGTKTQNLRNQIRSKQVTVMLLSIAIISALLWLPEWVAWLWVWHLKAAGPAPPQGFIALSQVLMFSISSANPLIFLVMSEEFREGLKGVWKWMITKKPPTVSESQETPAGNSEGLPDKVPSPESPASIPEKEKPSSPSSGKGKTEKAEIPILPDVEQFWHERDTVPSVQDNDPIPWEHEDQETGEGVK
* marks the source's active call; other numbers are inactive results.

Each structure is followed by: TEAD-YAP block, MITF primary, FBW7 act, GPR151 activ
NC(=O)Cc1cc2ccccc2n1Cc1ccccc1
  5, 15, 0.1, -2.6
N=C1/C(=C\c2cccs2)C(=O)N=C2SC=NN12
  6, -2, 0.1, 1.8
CCn1c(CCNC(=O)c2cccs2)nnc1SCC(=O)Nc1nccs1
  4, 13, 0.0, -0.7
S=c1[nH]ncn1/N=C/c1ccc(N2CCOCC2)cc1
  73*, 16, 1.3, -2.1
c1ccc2sc(SCc3cn4ccccc4n3)nc2c1
  -53, 14, 0.2, -0.7
CC1=NNC(=O)C1CCC(=O)N/N=C(/C)c1cccc([N+](=O)[O-])c1 (configuration not stated)
  -1, 23, 0.5, -0.3
C[C@H]1C(=O)N2CCN(Cc3ccc4ncccc4c3)C[C@@H]2C(=O)N1C
  0, -5, -0.1, -0.9
CCOC(=O)C1=C(c2ccccc2)N=c2s/c(=C\c3ccc(OC)c4ccccc34)c(=O)n2C1c1ccccc1OC (configuration not stated)
  0, 2, 0.1, -0.4
O=C(OCc1cc(=O)oc2ccc3ccccc3c12)c1cc[n+]([O-])cc1
  14, 4, 0.2, -1.9
CCCC(=O)Nc1nc(CC(=O)OCC)cs1
  -14, -9, 0.1, -0.5
CSc1nnc(NCc2cccnc2)nn1
  4, 0, -0.2, 0.0
Cc1ccc(-c2c(C)n([O-])c3c([n+]2=O)CCCCC3)cc1
  7, 3, 0.0, 1.2
FC(F)(F)c1ccc2sc(=S)[nH]c2c1
  4, 4, 0.3, 2.4
CC1CCc2c(sc3nc(SCC(=O)N4CC(C)OC(C)C4)nc(N)c23)C1 (configuration not stated)
  -21, 10, -0.1, -2.1
CCOC(=O)c1c(-c2ccccc2)oc2ccc(OCc3ccc(Cl)cc3)cc12
  4, 4, 0.2, 0.7

In another format: entries from further up
smiles,TEAD-YAP block,MITF primary,FBW7 act,GPR151 activ
CCn1c(CCNC(=O)c2cccs2)nnc1SCC(=O)Nc1nccs1,4,13,0.0,-0.7
S=c1[nH]ncn1/N=C/c1ccc(N2CCOCC2)cc1,73*,16,1.3,-2.1
c1ccc2sc(SCc3cn4ccccc4n3)nc2c1,-53,14,0.2,-0.7
CC1=NNC(=O)C1CCC(=O)N/N=C(/C)c1cccc([N+](=O)[O-])c1 (configuration not stated),-1,23,0.5,-0.3
C[C@H]1C(=O)N2CCN(Cc3ccc4ncccc4c3)C[C@@H]2C(=O)N1C,0,-5,-0.1,-0.9

Further entries
Each structure is followed by: TEAD-YAP block, MITF primary, FBW7 act, GPR151 activ
Nc1nc(NCCN2CCOCC2)cc(N2CCN(Cc3ccc4c(c3)OCO4)CC2)n1
  -6, 12, -0.1, -1.1
Cc1ccc2c(c1)C(c1ccccc1C(F)(F)F)CC(=O)N2 (configuration not stated)
  18, 1, 0.0, -0.6
Cc1cc(C)nc(SCC(=O)N=C2NC(=O)CS2)n1
  4, -1, -0.1, 3.3
O=[N+]([O-])C1C(c2ccccc2)=NOC1c1ccccc1O (configuration not stated)
  0, 3, 0.0, -0.3
Clc1cccc(Nc2nc(-c3ccccc3Cl)nc3ccccc23)c1
  11, 6, 0.1, 0.0
Cc1cc(C)cc(NC(=O)c2ccc([N+](=O)[O-])c(C)c2)c1
  6, -4, 0.0, 0.1
COc1ccc(-c2cnc3ccc(NCc4ccc(F)cc4)nn23)cn1
  13, -5, 0.0, -0.9
CCOCCCNC(=O)Nc1nnc(N(C)Cc2ccccc2)s1
  -5, -4, 0.0, 3.1
FC(F)(F)c1ccc(Cn2cnc3c(NCc4cccnc4)nc(Nc4cnccn4)nc32)cc1
  6, 11, 0.0, -0.8
O=C1c2cccc3c([N+](=O)[O-])ccc(c23)C(=O)N1c1ccccc1
  1, -2, 0.1, 2.3
CCCc1cc(C(=O)Nc2ccc(Cl)cn2)cs1
  -29, 3, 0.4, 0.0
CCCn1c(C)cc(/C=C(\C#N)C(=O)OCC(=O)Nc2ccc(C)cc2[N+](=O)[O-])c1C
  6, -10, 0.0, -0.9
O=C(c1ccccc1Br)N1CCN(c2ccc([N+](=O)[O-])cc2)CC1
  24, -1, -0.2, 1.5
CCOc1ccccc1NC(=O)CSc1nc2n[nH]c(C)c2c(=N)n1-c1cccc(C)c1
  -13, 10, 0.1, 0.1
CC(=O)N(CCc1ccccc1)C1CC(=O)N(c2ccc(Cl)cc2)C1=O (configuration not stated)
  -7, -5, 0.1, -2.1

Filtered by structure: the entries above containing an aryl methoxy group.
Each structure is followed by: TEAD-YAP block, MITF primary, FBW7 act, GPR151 activ
CCOC(=O)C1=C(c2ccccc2)N=c2s/c(=C\c3ccc(OC)c4ccccc34)c(=O)n2C1c1ccccc1OC (configuration not stated)
  0, 2, 0.1, -0.4
COc1ccc(-c2cnc3ccc(NCc4ccc(F)cc4)nn23)cn1
  13, -5, 0.0, -0.9

(further entries)
Each structure is followed by: TEAD-YAP block, MITF primary, FBW7 act, GPR151 activ
Cc1cccc(NC(=O)C(=O)NC2CCCCCC2)c1C
  -23, 6, 0.1, -1.8
O=C1CCCN1CCn1cnc2c(Nc3ccc4c(c3)OCO4)nc(NCCN3CCOCC3)nc21
  5, 2, -0.1, -1.0
CNC(=S)N/N=C/c1ccc(N2CCOCC2)s1
  -28, 2, -0.3, 0.5
COc1ccccc1CCC(=O)Nc1cnn(CC(=O)NCCn2ccc3ccccc32)c1
  -4, 2, -0.2, 1.7
COc1cc(C(C)=O)ccc1OCC(=O)Nc1nc2ccccc2[nH]1
  -27, -7, 0.1, -0.7
COc1ccc(F)c(CC2(CCC(=O)N(CCO)Cc3ccccc3)CCC(=O)N2)c1 (configuration not stated)
  -2, 2, 0.0, -0.3
COCCCNc1nc2c(S(=O)(=O)c3ccc(C)cc3)nnn2c2ccccc12
  -2, 5, -0.1, 0.1
CSCCC(=O)N1CCc2c([nH]c3ccccc23)C1c1cccc(C)n1 (configuration not stated)
  -5, 15, 0.1, 0.3
O=C(Cc1cccc2ccccc12)NCc1cccnc1
  4, -7, -0.2, 0.2
O=C(O)c1cc2cc(Br)cc(Br)c2oc1=O
  -3, 0, -0.1, 0.3
COc1ccc(C2=NN(CC(=O)NCCN3C(C)CCCC3C)C(=O)CC2)cc1 (configuration not stated)
  -9, -3, -0.2, -0.2
O=C(O)CNC(=O)CNS(=O)(=O)c1ccccc1[N+](=O)[O-]
  2, -6, -0.1, -0.5
CC(=O)Nc1ccc(-c2nnc(SCc3ccccc3C#N)n2C)cc1
  -16, 1, 0.0, 1.2
CCCCCCc1cc(C(=O)Cc2nc3ccccc3n2C)c(O)cc1O
  8, -2, -0.1, -0.1
CC1CCCC(NC(=O)c2ccc3c(c2)N(Cc2ccccc2)C(=O)CS3=O)C1C (configuration not stated)
  -3, 20, 1.5, -0.4
COCCCNCCOCCOc1c(Cl)cc(C)cc1Cl
  -5, 36, 0.3, 0.3
CCOc1ccc(-n2cc(-c3ccccc3)c3c(SCC)ncnc32)cc1
  6, 5, 0.2, 0.6
Cc1cc(-c2cn[nH]c2C2CCN(CC(=O)NC(C)C)CC2)on1
  -1, -1, 0.0, -0.2
COc1ccc(-c2cc(N)n(S(=O)(=O)c3ccc(F)cc3)n2)c(OC)c1
  17, 11, 0.1, -0.4
COC(=N)CN1C(=O)c2ccccc2S1(=O)=O
  2, -5, 0.0, 0.3
O=C(Cc1ccccc1)Nc1ccccc1C(=O)N1CCCCCC1
  -2, 7, 0.4, -0.6
COC(=O)c1ccccc1NC(=O)Cn1nc(C)c([N+](=O)[O-])c1C
  -1, -4, 0.1, 0.5
OCCC1CN(Cc2cccn2-c2ccccn2)CCN1C1CCCCC1 (configuration not stated)
  -1, 14, 0.2, -1.8
O=C(Nc1ccc(S(=O)(=O)N2CCCCCC2)cc1)c1ccccc1Cl
  -15, 2, -0.1, -0.4
CC(=O)ONC(=Nc1ccccc1)c1cccc([N+](=O)[O-])c1
  -6, -17, 0.1, 1.3
CCOC(=O)C1CCN(C(=O)Cc2ccc(Cl)cc2)CC1
  -14, 11, 0.0, 0.8
CC1CCCCC1N1C(=O)C2C(C(=O)Nc3ccc(Cl)c(Cl)c3)C3C=CC2(O3)C1C(=O)NC1CCCCC1 (configuration not stated)
  -7, -8, -0.1, 0.2
COCCCNc1nc(CN(C)CC2COCCO2)nc2ccc(C)cc12 (configuration not stated)
  -7, -7, -0.1, 1.1
CC1CCCC(N2CCN(Cc3ccccn3)CC2)C1 (configuration not stated)
  -5, 72*, 0.1, -0.5
COc1cccc(CN2Cc3ccccc3OC(C)C2)c1O (configuration not stated)
  12, 4, 0.2, -0.1
C/C(N)=C(/C#N)C(=O)COC(=O)Cn1cc(C(F)(F)F)ccc1=O
  0, 31, -0.1, 0.8
Cc1ccc(NC(=O)Nc2ccccc2)nc1
  -54, -6, -0.1, -0.9
Cc1c(Br)c([N+](=O)[O-])nn1CCCC(=O)NC(C)c1ccccc1 (configuration not stated)
  -5, -8, 0.3, -0.1
CCN1CCN(CCN2C(=O)C3C(C(=O)Nc4cccc(SC)c4)C4C=CC3(O4)C2C(=O)NC2CCCC(C)C2C)CC1 (configuration not stated)
  -13, 1, 0.1, 0.8
N#Cc1ccc(C(=O)NCc2ccccc2)c(F)c1
  3, 1, -0.2, 1.3
CCc1ccc(C(=O)COC(=O)c2ccccc2[N+](=O)[O-])cc1
  55*, 13, 0.7, -2.2
COCC1CCCCN1c1nc2nonc2nc1NCc1cccs1 (configuration not stated)
  -9, 5, 0.3, 0.1
COc1ccc(/C=C/C(=O)N2CCCc3ccccc32)cc1
  -13, 2, -0.3, 0.6
O=C(Nc1cccc(C(F)(F)F)c1)c1cc2nc(-c3ccccc3)cc(-c3ccccc3)n2n1
  3, 14, 0.0, -0.3
COc1ccccc1-n1c(CNC(=O)c2c(F)cccc2Cl)n[nH]c1=S
  3, -5, 0.0, 0.0
CC(CNC(=O)c1cc(C2CC2)[nH]n1)c1ccccc1 (configuration not stated)
  -14, -1, -0.1, -0.5
Nn1cnn2c(SCC(=O)Nc3nnc(SCC(=O)Nc4ccc(S(N)(=O)=O)cc4)s3)nnc12
  -8, 22, 0.1, -2.2
COc1ccc(C2CC(=O)N(CC(N)=O)c3ccccc3S2)cc1 (configuration not stated)
  13, -5, -0.1, -0.9
COC(=O)C1=C(C)NC(S)=C(C#N)C1c1cccs1 (configuration not stated)
  6, 20, 0.0, -0.9
Nc1nc(SCC(=O)N2CCOCC2)n[nH]1
  -2, -2, 0.2, -1.1
Cc1cc(C)c(NC(=O)Cn2nnc(-c3nc(-c4ccccc4)no3)c2N)c(C)c1
  -10, -6, -0.1, -0.3
O=C(CCc1n[nH]c(=O)[nH]c1=O)N/N=C\c1ccc(OCc2ccccc2)cc1
  -18, 6, 0.1, -1.9
CC(C)NS(=O)(=O)c1ccc(Oc2ccc(S(=O)(=O)NC(C)C)cc2)cc1
  28, -6, -0.2, 3.8
O=C1NC(=O)c2cc(N3C(=O)c4cccc([N+](=O)[O-])c4C3=O)ccc21
  3, 9, 1.6, -0.9
COc1cccc2cc(-c3csc(NC(=O)CCC(=O)NCCCN4CCC(C)CC4)n3)c(=O)oc12
  -36, -9, -0.2, -6.7
Nc1nc(SCCc2ccccc2)nc2sc3c(c12)CCCC3
  -15, -1, -0.1, -0.8
COc1ccccc1C(=O)Nc1ccccc1Sc1ccccc1
  -5, -3, 0.3, 0.4
O=C(CN1C(=O)COc2ccc(Cl)cc21)Nc1ccc(F)cc1
  10, -1, 0.1, 0.1
Cc1c(C)n2c(SCC(=O)OCc3ccccc3)nnc2[nH]c1=O
  -2, 17, 0.3, -1.4
COc1ccc2cccc(NC(=O)c3ccc(F)c(F)c3)c2n1
  0, 14, 0.7, -0.7
Cc1ccc2cc(CN(C)S(C)(=O)=O)c(=O)[nH]c2c1
  4, 9, 0.2, 0.4
CCCC(=Nc1ccc(N)cc1)C1=C(O)CCCC1=O
  -9, 24, -0.3, -1.0
C=C(C)CNC(=S)NNC(=O)Cc1nc2ccccc2n1C
  2, 22, -0.2, 3.0
S=C(Nc1ccccc1)N1CCCCC1
  8, 6, 0.8, -0.8
CC(=O)c1cccc(Nc2nc(-c3cc4c(ccc5ccccc54)oc3=O)cs2)c1
  0, 4, -0.3, 1.3

(further entries)
Each structure is followed by: TEAD-YAP block, MITF primary, FBW7 act, GPR151 activ
O=C1CCCN1CCn1cnc2c(NC3CCN(Cc4ccccc4)CC3)nc(Nc3nccc4ccccc34)nc21
  4, 14, 0.0, 0.1
CCCC(=O)Nc1c2c(nn1-c1ccc(OC)cc1)CS(=O)C2 (configuration not stated)
  8, 11, -0.1, -0.6
Cc1cc(C)nc(NC(=NC2CCCC2)NC(=O)Nc2ccc(Cl)c(Cl)c2)n1
  1, -5, 0.2, -0.2
N#C/C(=C\c1cn(CC(N)=O)c2ccccc12)C(=O)N1CCc2ccccc2C1
  6, -4, -0.6, -0.6
O=C(O)CSCC(NC(=O)c1ccccc1)C(=O)O (configuration not stated)
  6, 1, 0.0, -0.1
CC1(C)NC(=O)N(CNc2ccc(F)cc2)C1=O
  13, 6, -0.5, 1.2
Cc1ccc(-c2csc3ncnc(Nc4ccc(C(C)(C)C)cc4)c23)cc1C
  4, 1, 0.0, 1.1
O=c1[nH]c(=O)n(-c2cccc(F)c2)c(O)c1/C=C1\C=Nc2ccc(Br)cc21
  1, 4, -0.1, 0.4
O=C(COc1ccc(C(=O)c2ccccc2)cc1)NC1=NCCS1
  2, 16, 0.7, -2.0
CN(CCOc1ccc(Cl)cc1Cl)S(=O)(=O)c1ccc2c(c1)OCCO2
  7, -5, -0.1, 0.1

Rows were taken by chance. Share with any hit: about 3.4%.
